Assay outcomes from PubChem.
Lipid storage S3 = qHTS Assay for Lipid Storage Modulators in Drosophila S3 Cells; 320,000 tested, 0.64% active; Potency in µM for hits, for the others lipid storage change, negative = inhibition, % at the top dose, mostly 46.1 µM; Drosophila S3 cells, BODIPY lipid droplet fluorescence, 18-24 h; cells fed with added oleic acid; AID 2685, 2010; active = well fitted inhibition curve with a large enough effect in the signal ratio, with a control signal flat, not every such curve was filed as active; inconclusive = small, poorly fitted or top-dose-only effect, or effect the other way, or a change in a side signal; the % refers to the signal ratio
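Laser-scanning cytometry quantifies lipid droplet accumulation (500–530 nm total intensity; droplet/cell object ratio) in oleic acid-fed (400 uM added) Drosophila S3 cells treated with a concentration series. 20 uM Triacsin C defined 100% inhibition.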
Lipid storage S3 cell count max = second read-out of Lipid storage S3, no call of its own (marks repeat the call); cell number change, %; measured here: cell count max response;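 cells counted by Cell Tracker Red CMTPX staining in the red channel; peak over a dose series mostly up to 46.1 µM; percent activity relative to internal control wells on each plate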
The depositor's hits bear a star; i = inactive; ? = inconclusive; . = not tested or not shown; [ ] = dose if it differs, or a comment. % is set by controls: 0 for no effect and ±100 for the full control effect; potency is the fitted concentration of half-maximal effect. The list is partial. The share of hits here may be higher or lower than overall.

SMILES | Lipid storage S3 | Lipid storage S3 cell count max
Nc1c(C(=O)O)sc2nc(-c3ccccc3)cc(-c3ccc(F)cc3)c12 | 0% | 19
NC(=O)NCc1ccccc1F | ? | .
CCn1c(SCC(=O)Nc2cccc(C)n2)nc2c1c(=O)n(C)c(=O)n2C | i | -5
CC(=O)Nc1ccc2nc(NC(=O)COc3ccccc3Cl)sc2c1 | ? | .
CCCc1ccc2oc(C(=O)N3CCCC3)c(C)c2c1 | ? | .
C[C@H](NCc1c[nH]c2ccccc12)c1ccccc1 | i | -3
COc1ccc(Cl)cc1NC(=O)Nc1ccccc1SC | i | 12
O=C(CN1CCc2ccccc2C1)NCC(=O)Nc1ccc(F)cc1 | 2% | 1
Cc1ccc2[nH]cc(CCNC(=O)C3CCCCC3)c2c1 | ? | .
CCC(C)c1ccc(NC(=O)COC(=O)c2nc3nccc(C)n3n2)cc1 (stereo not given) | ? | .
CCOC(=O)c1ccc(NC(=O)c2nc[nH]c2C(=O)N(CC)CC)cc1 | -5% | -3
CCc1nnc(NC(=O)CCC(=O)N2CCN(Cc3ccc(OC)c(F)c3)CC2)s1 | ? | .
CCOC(=O)N1CCN(S(=O)(=O)c2ccc(C(=O)Nc3sc4c(c3C#N)CCC4)cc2)CC1 | -9% | -22
N#CC1=C(N)OC2=C(C(=O)CCC2)C12CCC1(CC2)OCCO1 | 17% | 10
CNC(=S)N1N=C(c2ccc(C)cc2)CC1c1cc(OC)ccc1OC (stereo not given) | ? | .
O=C(O)CCCNS(=O)(=O)c1cccs1 | -8% | -6
COC(=O)c1sccc1NC(=O)CSc1ccccc1NS(=O)(=O)c1ccc(Cl)cc1 | ? | .
CC12CNCC(C)(CN(C3(O)C(=O)Nc4ccc(Br)cc43)C1)C2=O (stereo not given) | -14% | 3
CCOP(=O)(c1ccc(N(C)C)cc1)C(O)c1ccccc1OC (stereo not given) | ? | .
COc1ccc(CNC(=O)CCn2c(=O)oc3ccccc32)cc1 | -7% | 2
O=C(Nc1cccc([N+](=O)[O-])c1)c1[nH]ncc1Cl | 0% | 3
CC(=O)Nc1cccc(/C(C)=N/NC(=O)c2cc(-c3ccncc3)nc3ccccc23)c1 | 0% | 19
CC(C)Oc1ccc(C2C(C#N)=C(N)Oc3c2oc(CO)cc3=O)cc1 (stereo not given) | 4% | 27
C/C(=N/NC(=O)CNc1ccc(Cl)cc1C)c1ccc(C)cc1 | -5% | -19
c1ccc2[nH]c(-c3cscn3)nc2c1 | 0% | 0
CCOc1ccc2[nH]c(=O)c(CN(Cc3nnnn3Cc3ccccc3)CC3CCCO3)cc2c1 (stereo not given) | 18% | -27
COc1cc(C(=O)NC2CCN(Cc3ccccc3)CC2)cc(Cl)c1OC(C)C | i | 8
CCN(CC)CCNS(=O)(=O)c1ccc(C(=O)NN)cc1 | i | .
CCN1CCc2c(OCC(=O)Nc3ccccc3)cccc2C1=O | ? | .
Cc1ccc(S(=O)(=O)Nc2c(O)c3ccccc3oc2=O)cc1C | i | 6
COc1cccc(NC(=O)CN(C)C(=O)CCNC(=O)c2ccc(Br)cc2)c1 | 24% | 23
Cc1csc(NC(=O)CCCC(=O)O)c1-c1nc2ccccc2s1 | ? | .
Cc1ccc(S(=O)(=O)Nc2ccccc2C(=O)N2CCCCCC2)cc1 | 9% | 3
COc1ccc(NC(=O)COC(=O)c2ccccc2SCC(=O)N2CCCC2)cc1 | ? | .
CCc1c(O)nc(SCC(=O)Nc2nc3ccccc3s2)n(C2CCCCC2)c1=O | ? | .
CC(C)NC(=O)CCNS(=O)(=O)c1ccc(Br)cc1 | -1% | -11
CNC(=O)CSCc1c(F)cccc1Cl | 5% | 12
CCCc1nn(C)c2c(=O)[nH]c(-c3cc(S(=O)(=O)N4CCN(C)CC4)ccc3OCC)nc12 | -27% | -15
c1ccc(COc2ccc(OCCn3cncn3)cc2)cc1 | ? | .
Cc1c(O)ccc(C(=O)CN2CCN(Cc3ccccc3)CC2)c1O | ? | .
Cc1c(C(=O)N2CC(C(=O)N3CCCCC3)Oc3ccccc32)oc2ccccc12 (stereo not given) | i | .
O=C(NC(=O)c1ccccc1O)c1ccc2c(c1)CCO2 | ? | .
CC(C)CCN(Cc1ccco1)S(=O)(=O)c1ccc(-c2ccc(=O)[nH]n2)s1 | ? | .
N#CC1(NC(=O)COc2cccnc2[N+](=O)[O-])CCCCC1 | ? | .
CC(n1cnnn1)C12CC3CC(CC(C3)C1)C2 (stereo not given) | ? | .
Cc1ccc(C(=O)N2N=C(CC(C)C)CC2(O)C(F)(F)F)o1 (stereo not given) | ? | .
O=C(N/N=C/c1ccc(F)cc1)c1ccncc1 | i | 15
COc1ccc(OCC(=O)NC2CCCc3ccccc32)cc1 (stereo not given) | ? | .
CCOc1ccc(CNC(=O)Cn2nc(C)n3nc(-c4ccccc4)cc3c2=O)cc1 | i | -3
CC1=CC(c2ccc(Cl)cc2)n2nc(NC(=O)c3ccccc3)nc2N1 (stereo not given) | ? | .
O=C(O)c1cscn1 | 2% | 0
CCOCC(=O)Nc1ccc(S(=O)(=O)NCC2CCCO2)cc1 (stereo not given) | ? | .
CC(=O)N(CN1C(=O)c2ccccc2C1=O)c1ccccc1 | ? | .
OC1(c2ccccc2Cl)NN=C2CCCCCN21 (stereo not given) | 12% | 9
Cc1ccc(S(=O)(=O)/N=c2\scc(C)n2C)cc1 | -4% | -9
N#CCCn1nc(-c2ccccc2)cc1-n1c(C(F)(F)F)nc2ccccc21 | 25% | 6
O=C(CNS(=O)(=O)c1ccc(Br)s1)NCC1COc2ccccc2O1 (stereo not given) | ? | .
CC(Sc1n[nH]c(N)n1)C(=O)Nc1ccccc1-c1ccccc1 (stereo not given) | 0% | -4
COc1cccc(C2=NOC(C(=O)NC(C)C)C2)c1 (stereo not given) | 11% | 1
CCC(=O)Nc1nc2ccccc2n1CCN(C)C | 13% | -14
Further compounds
SMILES | Lipid storage S3 | Lipid storage S3 cell count max
COc1cc(/C=N\NC(=O)C2C(=O)NCC2c2ccccc2)cc(OC)c1O (stereo not given) | ? | .
CN(Cc1cccc(F)c1)C(=O)CN1C(=O)NC2(CCc3ccccc32)C1=O (stereo not given) | 13% | -6
CC(C)CN(C(=O)CSc1nn(-c2ccc(Cl)cc2)c(=S)s1)C1CCS(=O)(=O)C1 (stereo not given) | -3% | 15
CC(C)N(C(=O)N1CCN(c2ccnc3cc(Cl)ccc23)CC1)C(C)C | ? | .
O=C(NCCCN1CCCC1=O)c1ccc(S(=O)(=O)Nc2cccc(C(F)(F)F)c2)cc1 | ? | .
CC(C)NC(=O)c1ccccc1-c1nc(-c2ccccc2Cl)no1 | 18% | 4
COc1cc(NC(=O)CCCNC(=O)c2ccc(Cl)cc2)cc(OC)c1 | -6% | 40
Cc1nn(-c2ccccc2)c(C)c1-c1cc(C(=O)N/N=C/c2ccc(O)cc2)[nH]n1 | 12% | 6
COC(=O)c1sc(S(=O)(=O)Oc2ccccc2NC(C)=O)c(C(=O)OC)c1C | ? | .
CC1c2cc3c(cc2CCN1S(=O)(=O)c1ccccc1)OCCCO3 (stereo not given) | ? | .
O=S(=O)(Nc1cc(F)ccc1F)c1cccc2nsnc12 | -23% | 8
O=C(NNC(=O)c1cccnc1)c1ccncc1 | ? | .
Cc1cc(C)cc(NC(=O)Nc2cc(S(=O)(=O)N(C)C)ccc2C)c1 | ? | .
CCCCc1nc2ccccc2c(NC(=O)CN2CCN(C)CC2)c1CCC | 12% | 0
CC(C)C(=O)N1CCN(C2=NS(=O)(=O)c3ccccc32)CC1 | ? | .
C=CCC1NS(=O)(=O)OC(CCc2ccccc2)C1O (stereo not given) | ? | .
C=CCn1c(Cc2cccs2)nnc1SC/C=C/c1ccccc1 | ? | .
Cc1cc(C)c(CN2CCN(Cc3ccc(C)o3)C(CCO)C2)c(-n2cccn2)c1 (stereo not given) | 4%[9.22 µM] | 0
Cc1cccc(-n2c(Cn3nc(C)c([N+](=O)[O-])c3C)n[nH]c2=S)c1 | -11% | -5
COc1ccc(NC(=O)c2ccc(N3C(=O)C4CC=C(Cl)CC4C3=O)cc2)cc1 (stereo not given) | ? | .
Cc1ccc(Sc2cc(N3CCOCC3)nc(-c3ccccc3)n2)cc1 | 3% | 17
Cc1nn(CC(=O)NCc2ccc(Cl)cc2)c(C)c1[N+](=O)[O-] | ? | .
O=C(Nc1ccccc1)c1cccc(N2C(=O)C3C4CC(C(Br)C4Br)C3C2=O)c1 (stereo not given) | ? | .
C#CCOCCOCCOCCNc1nc(N2CCN(C(=O)Cn3cc(CCCN=C(N)N)nn3)CC2)nc(N2CCN(C(=O)[C@H]([C@@H](C)CC)n3cc(CCCCN)nn3)CC2)n1 | ? | .
Cc1ccccc1OCC(=O)Nc1ccccc1-c1ccccc1NC(=O)COc1ccccc1C | ? | .
CCCNC(=O)C(=O)Nc1ccc(N(C)C)cc1 | 6% | -4
CCn1nc(C)cc1C(=O)N1CCCC(CCC(=O)NCc2ccccc2F)C1 (stereo not given) | ? | .
O=C(CCC(=O)N1CCN(c2ccccc2)CC1)Nc1nnc(C2CCCCC2)s1 | -12% | 10
COc1ccc(NC(=O)CSc2n[nH]c(-c3ccncc3)n2)c([N+](=O)[O-])c1 | 10% | 0
CCOc1ccc(C2NC(=S)NC3=C2CCc2ccccc23)cc1 (stereo not given) | 0% | -9

Structural class: those above containing a cyano group (five)
SMILES | Lipid storage S3 | Lipid storage S3 cell count max
CCOC(=O)N1CCN(S(=O)(=O)c2ccc(C(=O)Nc3sc4c(c3C#N)CCC4)cc2)CC1 | -9% | -22
N#CC1=C(N)OC2=C(C(=O)CCC2)C12CCC1(CC2)OCCO1 | 17% | 10
CC(C)Oc1ccc(C2C(C#N)=C(N)Oc3c2oc(CO)cc3=O)cc1 (stereo not given) | 4% | 27
N#CC1(NC(=O)COc2cccnc2[N+](=O)[O-])CCCCC1 | ? | .
N#CCCn1nc(-c2ccccc2)cc1-n1c(C(F)(F)F)nc2ccccc21 | 25% | 6

Other compounds:
SMILES | Lipid storage S3 | Lipid storage S3 cell count max
COCCN(C(=O)COC(=O)c1ccccc1Cc1ccccc1)c1c(N)n(Cc2ccccc2)c(=O)[nH]c1=O | ? | .
CNC(=S)N(CCc1c(C)[nH]c2ccc(F)cc12)Cc1cccnc1 | 4% | 2
O=C(NC1CCCC1)c1ccc(CSc2nc3ccncc3n2Cc2ccc(F)cc2)cc1 | 16% | 11
O=S(=O)(c1ccccc1)c1nc(-c2cccs2)oc1NCc1cccnc1 | -8% | -9
CC(=O)C1=C(O)C(=O)N(CCN(C)C)C1c1ccc(Cl)cc1 (stereo not given) | ? | .
COc1ccc(-c2noc3c2-c2nc(-c4cccc(C)c4)sc2CC3)cc1 | -5% | 17
O=C(c1cccc(N2C(=O)C3C4C=CC(C4)C3C2=O)c1)N1CCN(c2ccccc2F)CC1 (stereo not given) | ? | .
Cc1nc2ccccc2c2oc(C(=O)Nc3ccc4c(c3)OCCO4)cc12 | ? | .
CCOC(=O)c1ccccc1N/C=C1\CCCCC1=O | ? | .
O=[N+]([O-])c1ccc(Oc2cccnc2)nc1 | 7% | .
COc1ccc(N2CCN(C(=O)CSc3nnc(-c4ccco4)n3C)CC2)cc1 | 4% | -9
COc1ccc([C@@H]2C[C@H](c3ccccc3)Oc3cc(C)cc(C)c32)cc1 | ? | .
COc1cccc(Oc2ccc(S(=O)(=O)N3CCCC3)cc2[N+](=O)[O-])c1 | i | 1
Cc1cc(C)c(C)c(S(=O)(=O)NC(C(=O)O)C(C)C)c1C (stereo not given) | ? | .
COCC(=O)Nc1cc(C)cn(Cc2ccc(F)cc2)c1=O | 21% | 4

Structural class: the compounds so far containing a CF3 group.
SMILES | Lipid storage S3 | Lipid storage S3 cell count max
Cc1ccc(C(=O)N2N=C(CC(C)C)CC2(O)C(F)(F)F)o1 (stereo not given) | ? | .
N#CCCn1nc(-c2ccccc2)cc1-n1c(C(F)(F)F)nc2ccccc21 | 25% | 6
O=C(NCCCN1CCCC1=O)c1ccc(S(=O)(=O)Nc2cccc(C(F)(F)F)c2)cc1 | ? | .

Next records follow:
SMILES | Lipid storage S3 | Lipid storage S3 cell count max
O=C(Nc1ccncc1)Nc1ccc(F)c(Cl)c1 | 9% | 5
COc1ccc([N+](=O)[O-])cc1NC(=O)c1ccccc1N(C)S(C)(=O)=O | -5% | -12
CC(=O)NCCc1ccc(O)cc1 | -4% | 3
COc1cc(C(=O)Nc2c(C(=O)O)[nH]c3ccc(C)cc23)cc(OC)c1OC | ? | .
COc1ccc(NS(=O)(=O)c2cccc(C(=O)NCCc3ccc(S(N)(=O)=O)cc3)c2)cc1 | 4% | -11
CCc1nc(SCC(=O)NNC(=O)c2ccc(OC)cc2)c2ccccc2n1 | 8% | 10
C/C(=N\NC(=O)c1c(Cl)cnn1C)c1cccc(NC(=O)COc2ccccc2)c1 | ? | .
CCOC(=O)c1cnc(SCC(=O)OC)nc1N | 14% | 29
COc1cccc(CNC(=O)c2ccccc2SCC(=O)N2CCCC2)c1 | ? | .
CCC(=O)N1CCN(c2cc(N3CCN(C)CC3)c(F)cc2[N+](=O)[O-])CC1 | 20% | 4

3 compounds from above, sorted by the number in Lipid storage S3 cell count max, lowest first:
| SMILES | Lipid storage S3 cell count max |
| --- | --- |
| COc1ccc([N+](=O)[O-])cc1NC(=O)c1ccccc1N(C)S(C)(=O)=O | -12 |
| CCC(=O)N1CCN(c2cc(N3CCN(C)CC3)c(F)cc2[N+](=O)[O-])CC1 | 4 |
| CCOC(=O)c1cnc(SCC(=O)OC)nc1N | 29 |
